Source: PubChem BioAssay (National Center for Advancing Translational Sciences (NCATS))
BCR signal inh – chronic active BCR signaling inhibition. Potency, µM (doses to about 46.1 µM), without a hit: top-dose ratio change, negative = lower green/red ratio, hits mostly inhibitors. AID 493014. hit rate 0.05% among 340,000. ABC-DLBCL IkBa-CBG/CBR reporter, luminescence ratio, 4 h; active = well fitted inhibition curve with a large enough effect in the signal ratio, with a control signal flat, not every such curve was filed as active; inconclusive = small, poorly fitted or top-dose-only effect, or effect the other way, or a change in a side signal; the % refers to the signal ratio;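 also: potency is read from the fitted curve at half-maximal effect; plate controls were basal doxycycline-induced cells for no effect and cells given 10 µM MG132 for full effect; MG132 reads +100%, hits lower the ratio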
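Cell line TMD8 (human ABC DLBCL), stably expressing tet-inducible CBG68-IkBa fusion and CBR; IMDM/0.5% FBS; cpd up to 46 uM; dox induction, 4 h, 37C/5% CO2; dual luminescence; green/red ratio; MG132 control.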
Mito fusion act – mitochondrial division inhibition or fusion activation; hit rate 0.23% among 320,000; Potency, µM (highest dose often 46.1 µM), for the others: top-dose growth rescue (activation), actives largely listed as activators; S. cerevisiae fusion-defective mutant growth rescue, CellTiterGlo 48 h;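 also: potency is read from the fitted curve at half-maximal effect; % of control where 0% means no effect; nearly all actives have a fitted effect of over 45% in size; temperature-sensitive fusion mutants such as fzo1-1 at 37 °C on non-fermentable ethanol glycerol medium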
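S. cerevisiae fusion-defective temperature-sensitive mutants (e.g. fzo1-1, mgm1-5) grown 48 h at 37C in YPEG (ethanol/glycerol non-fermentable) medium with 23 nl compound per well; growth rescue read as CellTiterGlo luminescence.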
ELG1 DNA repair – blocks ELG1-dependent DNA repair in HEK293T cells; HEK293T ELG1-luciferase reporter, luminescence, 16 h; DNA damage induced by 5-fluorouridine; hit rate 2.3% among 330,000; Potency, µM (doses to about 46.1 µM), inactives show at the highest dose activity change, negative = inhibition, most hits filed as inhibitors; also: potency is read from the fitted curve at half-maximal effect; % is scaled to controls: 0 for no effect and ±100 for the full control effect; nearly all actives have a fitted effect of over 55% in size
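Step one: seed 2,000 cells per well. Step two: pin-transfer compound or DMSO alongside 5-fluorouridine. Step three: incubate 16 hr, 37 °C, 5% CO2. Step four: add ONE-Glo, wait 30 min, read luminescence.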
TSG101-PTAP inh – blocks PTAP/TSG101 interaction to inhibit HIV-1 budding | Fluorescence polarization, FITC-PTAP peptide / Tsg101 binding | Potency, µM (highest dose often 115 µM), for inactives: top-dose activity change, negative = inhibition, usual class: inhibitors | 340,000 tested, under 10 active | AID 493005; active = well fitted inhibition curve with a large enough effect in the main read-out, with a control signal flat, not every such curve was filed as active; inconclusive = small, poorly fitted or top-dose-only effect, or effect the other way, or a change in a side signal; inactive = no such curve, though single readings can be large or run the other way; also: potency is read from the fitted curve at half-maximal effect; % of control where 0% means no effect
Target sequence (Q99816 whole entry, looked up): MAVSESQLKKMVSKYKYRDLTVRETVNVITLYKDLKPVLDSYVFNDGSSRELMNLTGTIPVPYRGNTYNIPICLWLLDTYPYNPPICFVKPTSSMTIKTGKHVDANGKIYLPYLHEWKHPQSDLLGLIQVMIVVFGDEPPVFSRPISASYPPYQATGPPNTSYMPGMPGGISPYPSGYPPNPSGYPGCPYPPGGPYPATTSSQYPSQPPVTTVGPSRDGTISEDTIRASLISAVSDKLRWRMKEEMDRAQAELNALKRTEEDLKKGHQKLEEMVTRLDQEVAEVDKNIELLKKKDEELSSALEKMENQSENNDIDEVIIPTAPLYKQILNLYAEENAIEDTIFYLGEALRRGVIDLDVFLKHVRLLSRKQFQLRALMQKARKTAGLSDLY
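Tsg101 binding domain (10 uM final) was mixed with compound and a FITC-labeled PTAP peptide (50 nM final) in HEPES pH 7.5 buffer with NaCl, Tween 20, EDTA and TCEP; fluorescence polarization was read after 20 min at r.t.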
Eya2 phos inh – inhibitors of human Eya2 phosphatase activity. hit rate 0.006% among 330,000. Potency, µM (series often up to 76.9 µM), without a hit: at the top dose activity, negative = inhibition, most hits filed as inhibitors. recombinant Eya2, OMFP fluorescence dephosphorylation (OMFP is methylfluorescein phosphate). AID 488837; also: potency is read from the fitted curve at half-maximal effect; % is scaled to controls: 0 for no effect and ±100 for the full control effect
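Eya2 (0.2 uM) preincubated 10 min at ambient with compound, then OMFP substrate added at 50 uM; 10 min reaction in 50 mM HEPES pH 7.5, 50 mM NaCl, 5 uM MgCl2, 0.05% BSA, 1 mM DTT. Fluorescence read at Ex 485/Em 525 nm.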
ASM inhibitor – blocks human secretory acid sphingomyelinase; placental ASM, HMU-PC fluorogenic substrate, 60 min; Potency, µM (series often up to 57.5 µM), for the others: top-dose activity change, negative = inhibition, usual class: inhibitors; P17405; hit rate 0.006% among 340,000; also: potency is read from the fitted curve at half-maximal effect
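Fluorogenic HMU-PC substrate (9 uM final) is turned over by placental ASM in 60 min at 37 C after a 10 min compound preincubation. Reaction ended by alkaline stop (pH 10), with fluorescence read at 386/447 nm.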
TSHR antagonist – antagonists of human thyroid stimulating hormone receptor; P16473; TSHR-expressing cells, TSH-stimulated cAMP HTRF, 2 h; stronger effect = lower value; activity change, negative = inhibition, % at 11.5 µM; hit rate 0.2% among 330,000; AID 504810;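 active = activity change below a set negative limit, meaning inhibition stronger than a set level, cut at about -70% in these data; inconclusive = activity change between two set negative limits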; also: % is scaled to controls: 0 for no effect and ±100 for the full control effect
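TSHR-expressing cells, 200/well, pre-treated with compound, then stimulated with EC80 TSH (4nM final) for 2 hours at 37 deg C. cAMP measured by competitive HTRF: anti-cAMP cryptate antibody in lysis buffer plus cAMP-d2, read after 30 minutes at room temperature.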
a7 integrin act – activates integrin-mediated alleviation for muscular dystrophy | alpha7betagal myoblasts, beta-gal FDG fluorescence, 48 h | Potency, µM (highest dose often 38.3 µM), for the others: at the top dose activation, actives largely listed as activators | hit rate 0.064% among 350,000 | AID 624291;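 also: potency is read from the fitted curve at half-maximal effect; 100% = response of the positive control SU9516; nearly all actives have a fitted effect of over 60% in size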
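alpha7betagal+/- myoblasts (passage 13, 250/well) treated 48 h at 37C with compounds at 1:260 dilution of DMSO stock. Lysed, then beta-galactosidase activity read as FDG fluorescence (ex 480/em 540) after 30 min, with pre-read for autofluorescence.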
A-T KAP1 phos – candidate therapy for ataxia-telangiectasia; hit rate 0.19% among 320,000; AID 485349; […] A-T fibroblasts, KAP-1 phosphorylation AlphaLISA; neocarzinostatin DNA damage 30 min before lysis; Potency, µM (highest dose often 57.5 µM), without a hit: at the top dose activation, actives largely listed as activators; also: potency is read from the fitted curve at half-maximal effect; % of control where 0% means no effect; nearly all actives have a fitted effect of over 45% in size
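ATM-like activity read as KAP-1 phosphorylation via AlphaLISA donor/acceptor antibody pairs after lysis and 6 hr at 25C. Cells were ATM-null patient fibroblasts ([…], hTERT), dosed 60 min, then exposed to the DSB inducer NCS for 30 min.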
TCR activator – T cell receptor activation | primary human leukocytes, anti-CD3, IL-2 HTRF, 48 h | Potency, µM (titrated, usually from 9.22 µM), for inactives: at the top dose activation of IL-2 secretion, actives largely listed as activators | 330,000 tested, under 10 active | AID 504894; also: % of control where 0% means no effect
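Activity was scored as IL-2 release from primary human leukocytes given only a TCR signal (a-CD3 beads) plus compound for 48 hr. Detection used a two-antibody HTRF format read at 665nm.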
Tb PFK block – inhibitors of T. brucei phosphofructokinase. O15648. T. brucei PFK, ADP-Glo luminescence. Potency, µM (series often up to 57.5 µM), for the others: top-dose activity, negative = inhibition, most hits filed as inhibitors. hit rate 0.17% among 330,000. AID 485367;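 also: potency is read from the fitted curve at half-maximal effect; 0% = uninhibited 1x PFK enzyme wells and -100% = no-enzyme wells; nearly all actives have a fitted effect of over 60% in size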
Target sequence (O15648 whole entry, looked up): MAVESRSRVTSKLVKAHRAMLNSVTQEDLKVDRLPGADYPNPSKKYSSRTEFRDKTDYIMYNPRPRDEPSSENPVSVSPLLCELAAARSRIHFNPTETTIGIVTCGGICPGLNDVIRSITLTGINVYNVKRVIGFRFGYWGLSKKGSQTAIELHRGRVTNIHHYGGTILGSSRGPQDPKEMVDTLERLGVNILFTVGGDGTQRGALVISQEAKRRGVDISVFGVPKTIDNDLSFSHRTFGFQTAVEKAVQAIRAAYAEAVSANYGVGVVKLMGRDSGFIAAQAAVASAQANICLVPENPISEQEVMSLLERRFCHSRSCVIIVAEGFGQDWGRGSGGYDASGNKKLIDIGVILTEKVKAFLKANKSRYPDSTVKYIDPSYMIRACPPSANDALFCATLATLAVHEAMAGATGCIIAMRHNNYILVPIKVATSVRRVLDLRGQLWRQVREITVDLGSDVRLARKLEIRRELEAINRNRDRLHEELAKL
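PFK 1.25 nM, F6P 0.5 mM, ATP 0.1 mM, 0.1 M TEA pH 8.0, 5 mM MgCl2, 0.01% Tween20, 0.1% BSA; 45 min RT. ADP-Glo readout. qHTS titration up to 57 uM; curves fitted, compounds curve-classed.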
An asterisk follows results filed as active; ? = inconclusive; · = no result given; [ ] = dose if it differs, or a comment. Unless noted, calls follow the shape of the dose curve; as a rule, active = well fitted curve in the direction sought with a large enough effect; inconclusive = small, poorly fitted or top-dose-only effect, or another doubt; inactive = no such curve, though single readings can be large; an effect the other way counts as inactive or inconclusive. An unsorted share of the library; about 3.2% have a hit in one of these screens.

Start of the listing, in advance (two entries):
entry	structure	BCR signal inh	Mito fusion act	ELG1 DNA repair	TSG101-PTAP inh	Eya2 phos inh	ASM inhibitor	TSHR antagonist	a7 integrin act	A-T KAP1 phos	TCR activator	Tb PFK block
1	COc1ccccc1C1CC(=O)n2c(nc(-c3ccccc3)c2-c2ccccc2)S1 (stereo not given)	?	11%	11%	0%	-1%	-3%	-9	-44%	-4%	2%[46.1 µM]	-3%
2	Cn1c(Cn2c(=O)sc3ccccc32)nnc1SCC(=O)Nc1ccc(Cl)cc1	-2%	-3%	7%	0%	-14%	6%	-4	7%	1%	-10%[46.1 µM]	0%

The listing, repeating the preview:
entry	structure	BCR signal inh	Mito fusion act	ELG1 DNA repair	TSG101-PTAP inh	Eya2 phos inh	ASM inhibitor	TSHR antagonist	a7 integrin act	A-T KAP1 phos	TCR activator	Tb PFK block
1	COc1ccccc1C1CC(=O)n2c(nc(-c3ccccc3)c2-c2ccccc2)S1 (stereo not given)	?	11%	11%	0%	-1%	-3%	-9	-44%	-4%	2%[46.1 µM]	-3%
2	Cn1c(Cn2c(=O)sc3ccccc32)nnc1SCC(=O)Nc1ccc(Cl)cc1	-2%	-3%	7%	0%	-14%	6%	-4	7%	1%	-10%[46.1 µM]	0%
3	O=C(CCc1nnc(CCCc2ccccc2)o1)N1CCCCCC1	14%	4%	?	1%	4%	2%	-2	-13%	0%	-9%	0%
4	CCCCn1c(N)c(N(CC(C)C)C(=O)c2cccc(OCc3ccccc3)c2)c(=O)[nH]c1=O	?	-6%	9%	3%	-4%	11%	38	9%	·	-10%	-10%
5	CSC1=NCCN1CCOc1ccccc1	-16%	?	13%	0%	10%	3%	-2	-25%	0%	2%	-8%
6	O=C(NCCc1ccccc1)C1CCC(CNS(=O)(=O)c2cccc3cccnc23)CC1 (stereo not given)	1%	2%	10%	-7%	-12%	4%	-12	5%	1%	-6%	0%
7	CCCC(=O)Nc1ccc(C(=O)NCc2ccccc2Cl)cc1	-7%	7%	-6%	-2%	2%	-5%	-2	2%	-3%	8%[46.1 µM]	-6%
8	COCCNC(=O)CN(C)S(=O)(=O)c1ccc2c(c1)OCCO2	0%	10%	?	-8%	23%	-2%	19	7%	23%	-2%	3%
9	O=C(c1ccc(-c2ccccc2)c(F)c1)C1CCCN(C(=O)c2cncs2)C1 (stereo not given)	?	?	-10%	-3%	1%	-3%	-14	-28%	7%	0%	-1%
10	CCOc1ccc(C(=O)NCC(=O)OCC(=O)N2CCCC2)cc1	-1%	-6%	10%	1%	3%	2%	10	15%	-2%	-1%	0%
11	Cc1ccccc1NC(=O)c1cc(S(=O)(=O)c2ccccc2)ccc1Cl	0%	1%	-22%	0%	-1%	0%	-4	17%	5%	1%	0%
12	CCN(c1ccccc1)S(=O)(=O)c1ccc(OC)c(NC(=O)c2c(C)noc2C)c1	-1%	1%	25%	1%	-26%	-3%	-11	9%	-1%	-4%	-6%
13	CCN1CCCC1CNC(=O)c1ccc(N2CCCC2=O)cc1 (stereo not given)	-1%	0%	16%	-7%	1%	2%	7	4%	3%	-1%	1%
14	COc1ccc2cc3cc(C(=O)N4CCN(c5ccccc5)CC4)oc3nc2c1	-14%	-2%	20%	3%	-8%	-4%	-9	-12%	·	·	-4%
15	O=C(c1ccc(=O)[nH]n1)N1CCN(S(=O)(=O)c2cccc(F)c2)CC1	7%	4%	7%	-6%	-18%	7%	8	3%	-2%	-2%	7%
16	CCOc1cccc(-c2c(C(=O)N/N=C/c3cccs3)nnn2-c2nonc2N)c1	?	-3%	?	-2%	-6%	-2%	12	3%	-12%	1%	-22%
17	O=[N+]([O-])c1cccc(/C=N/n2c(COc3ccccc3)n[nH]c2=S)c1	7%	-6%	-4%	5%	-4%	-17%	2	?	1%	1%	4%
18	N#C/C(=C/c1ccc(N2CCOCC2)o1)c1nc2ccccc2[nH]1	?	14%	?	?	?	-7%	-17	16%	-2%	19%[46.1 µM]	-10%
19	Cc1cccc(Nc2cnn(C34CC5CC(CC(CC(=O)O)(C5)C3)C4)c(=O)c2Cl)c1	?	1%	16%	-4%	6%	-1%	-8	15%	8%	·	0%
20	O=C(CCC1CCCCC1)NCc1ccncc1	?	2%	-2%	-6%	8%	1%	-3	7%	2%	0%	-5%
21	COc1cc(/C=C/C(=O)O)cc(S(=O)(=O)Nc2cc(Cl)c(Cl)cc2Cl)c1OC	-1%	3%	12%	-9%	-6%	13%	-14	0%	0%	2%	4%
22	N=C1/C(=C/c2coc3ccccc3c2=O)C(=O)N=C2SC(c3ccco3)=NN12	7%	2%	0%	?	4%	-17%	-1	9%	-1%	-4%	-2%
23	O=C(O)CNC(=O)c1ccc(S(=O)(=O)N2CCOCC2)cc1	?	1%	-2%	-2%	-18%	2%	-2	2%[7.66 µM]	·	6%	-4%
24	CN(CC1CCN(CCc2cccc(C(F)(F)F)c2)CC1)C(=O)c1ccc(F)cc1F	-2%	-9%	-10%	-8%	2%	2%	-11	0%	-3%	8%	0%
25	COc1ccc2nc(N3CCCC3)c(C#N)cc2c1	?	1%	?	?	12%	68%[activator]	13	0%	·	-3%	1%
26	O=C(c1ccco1)N1CCN(Cc2nc(-c3cccs3)no2)CC1	?	6%	?	-2%	-3%	3%	10	6%	-4%	-2%	-3%
27	COc1ccc(C(=O)N2CCCC(c3nc(-c4cccs4)no3)C2)cc1OC (stereo not given)	-8%	5%	-19%	-5%	-11%	2%	1	-16%	5%	-6%	0%
28	CC[C@@H]1CC=C[C@H]2[C@H]1C(=O)N(Cc1ccccc1)[C@H]2c1cc(C)ccc1F	3%	-72%[inhibitor]	-12%	·	-19%	·	-3	·	23%	·	1%
29	CCN(CC)C(=O)CSc1nc2ccccc2n1CC(=O)N1CCN(c2ccccc2OC)CC1	?	0%	-12%	1%	9%	-2%	-6	-5%	-4%	-3%	-5%
30	CCOC(=O)C(=Cc1ccc(F)cc1)C(=O)OCC	?	-1%	?	·	-4%	·	13	·	19%	·	2%
31	COC(=O)Nc1ccc(S(=O)(=O)N2CCCCC2C(=O)NCc2ccco2)cc1 (stereo not given)	?	2%	-7%	-10%	5%	7%	1	22%	2%	22%	2%
32	COc1cccc(Nc2c3c(nc4c(-c5ccccc5)c(C)nn24)CCC3)c1	?	?	?	-2%	4%	3%	-17	-1%	3%	-4%[46.1 µM]	0%
33	CCOC(=O)c1c(N)sc(C(=O)OC)c1C	?	9%	?	-4%	-3%	-1%	13	20%	0%	0%	-26%
34	O=C(CSc1nnc(COc2ccccc2)n1-c1ccccc1)c1ccccc1	10%	-4%	-16%	-1%	12%	1%	-19	-7%	7%	2%	5%
35	CCOc1ccc2c(c1)OC(c1ccc(C)cc1)(C(F)(F)F)NC2=O (stereo not given)	?	28%	·	-3%	-7%	-5%	-19	-14%	·	-7%[46.1 µM]	5%

4 entries out of the list, arranged by length of the SMILES, smallest number first.
entry	structure	BCR signal inh	Mito fusion act	ELG1 DNA repair	TSG101-PTAP inh	Eya2 phos inh	ASM inhibitor	TSHR antagonist	a7 integrin act	A-T KAP1 phos	TCR activator	Tb PFK block
33	CCOC(=O)c1c(N)sc(C(=O)OC)c1C	?	9%	?	-4%	-3%	-1%	13	20%	0%	0%	-26%
25	COc1ccc2nc(N3CCCC3)c(C#N)cc2c1	?	1%	?	?	12%	68%[activator]	13	0%	·	-3%	1%
34	O=C(CSc1nnc(COc2ccccc2)n1-c1ccccc1)c1ccccc1	10%	-4%	-16%	-1%	12%	1%	-19	-7%	7%	2%	5%
35	CCOc1ccc2c(c1)OC(c1ccc(C)cc1)(C(F)(F)F)NC2=O (stereo not given)	?	28%	·	-3%	-7%	-5%	-19	-14%	·	-7%[46.1 µM]	5%
